Screens deposited in PubChem by National Center for Advancing Translational Sciences (NCATS).
MCF10A rerep = A quantitative high throughput screen for small molecules that induce DNA re-replication in MCF 10a normal breast cells. 350,000 compounds, 2.9% hits. MCF 10A DNA re-replication, Hoechst nuclear intensity, 48 h. AID 624296, 2012. Potency, µM (top dose mostly 46.1 µM), inactives show at the top dose activity, positive = re-replication, most hits filed as activators; note: potency is the fitted concentration of half-maximal effect; % of control where 0% means no effect; nearly all actives have a fitted effect of over 50% in size
HT1080NT lethal = qHTS for induction of synthetic lethality in tumor cells producing 2HG: qHTS for the HT-1080-NT fibrosarcoma cell line. HT-1080-NT fibrosarcoma viability, CellTiter-Glo ATP luminescence, 48 h. Potency, µM (doses to about 46.1 µM), for inactives: top-dose activity, negative = less viability, most hits filed as cytotoxic. 360,000 compounds, 1.6% hits. AID 686970, 2013;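 note: NT is the 2HG producing partner of a matched IDH1 knockdown line; potency is the fitted concentration of half-maximal effect; 0% = DMSO-treated cells and -100% = media-only wells without cells; nearly all actives have a fitted effect of over 55% in size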
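Viability by CellTiter-Glo luminescence after 48 h compound exposure at 37C of HT-1080-NT cells (750/well, RPMI, 5% FBS). % activity scaled between DMSO wells and medium-only wells, then curve-fitted and categorized by curve class.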
SW480 rerep = A quantitative high throughput screen for small molecules that induce DNA re-replication in SW480 colon adenocarcinoma cells; SW480 DNA re-replication, Hoechst DNA content imaging, 48 h; Potency, µM (titrated, usually from 46.1 µM), for the others: top-dose re-replication activation, hits mostly activators; AID 624297, 2012; 340,000 compounds, 1.8% hits; note: potency is the fitted concentration of half-maximal effect; % of control where 0% means no effect; nearly all actives have a fitted effect of over 55% in size
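Image-based read-out: total Hoechst fluorescence of nuclei (405 nm excitation, 500-530 nm emission), with hits raising the fraction of high-intensity nuclei. SW480 colon cells incubated 48 hr with compounds at 37 C.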
HT1080 IDH1KD tx = qHTS for induction of synthetic lethality in tumor cells producing 2HG: qHTS for the HT-1080-IDH1KD cell line; HT-1080 IDH1 knockdown viability, ATP luminescence, 48 h; Potency, µM (top dose mostly 46.1 µM), inactives show at the highest dose activity, negative = toxicity, most hits filed as cytotoxic; 360,000 compounds, 2% hits; AID 686971, 2013;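 note: potency is the fitted concentration of half-maximal effect; 0% = DMSO wells and -100% = cell-free medium wells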
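Viability of IDH1-knockdown HT-1080 fibrosarcoma cells was assessed by CellTiter-Glo after 48 h at 37 °C with titrated compound; concentration-effect curves were classified by fit quality and response size.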
KB-3-1 tox = qHTS assay for MDR1-selective chemotherapeutics: Primary screen using the parental adenocarcinoma cell KB-3-1 | KB-3-1 viability, CellTiter-Glo ATP luminescence, 72 h | Potency, µM (series often up to 46.1 µM), for the others: at the top dose activity change, negative = cytotoxic, actives largely listed as cytotoxic | 400,000 compounds, 1.4% hits | AID 1347075, 2019; note: potency is the fitted concentration of half-maximal effect; % is set by controls: 0 for no effect and ±100 for the full control effect; nearly all actives have a fitted effect of over 60% in size
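72 h, 37 °C compound treatment of KB-3-1 parental cells; CellTiter-Glo added, 10 min, luminescence read. Data corrected against DMSO-only plates and normalized before curve fitting.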
IL1B secr inh = qHTS for Inhibitors of Inflammasome Signaling: IL-1-beta AlphaLISA Primary Screen; THP-1 LPS/ATP IL-1B secretion, AlphaLISA, 16 h; stronger effect = lower value; activity change, % at 57.5 µM; 360,000 compounds, 4.7% hits; AID 743279, 2014; in the data active = activity change below about -50%; inconclusive = mostly about -30% to -49%; note: % is set by controls: 0 for no effect and ±100 for the full control effect
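THP-1 cells pretreated 1 hr with compounds (up to 57.5 uM final), then stimulated with LPS (250 ng/mL final) plus ATP (1.25 mM final); secreted IL-1B measured by AlphaLISA after 16 hr, decreased signal indicating inhibition.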
S2 tox = Viability Counterscreen for Primary qHTS for Inhibitors of ATXN expression; 400,000 compounds, 0.49% hits; AID 651635, 2014; Potency, µM (highest dose often 56.7 µM), most hits filed as cytotoxic; S2 cells (HEK-293 line with an ATXN2-luciferase reporter) viability, CellTiter-Fluor protease fluorescence, 24 h; note: potency is the fitted concentration of half-maximal effect; nearly all actives have a fitted effect of over 40% in size
KB-V1 MDR tox = qHTS assay for MDR1-selective chemotherapeutics: Primary screen using the drug-selected MDR subline cells KB-V1 | KB-V1 MDR cells viability, CellTiter-Glo, 72 h | Potency, µM (highest dose often 46.1 µM), for inactives: at the highest dose activity change, negative = cytotoxicity, actives largely listed as cytotoxic | 400,000 compounds, 3.4% hits; note: potency is the fitted concentration of half-maximal effect; % is set by controls: 0 for no effect and ±100 for the full control effect; nearly all actives have a fitted effect of over 60% in size
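KB-V1 cells (P-gp-expressing MDR subline of KB-3-1) in phenol-red-free DMEM with 10% FBS were exposed to library compounds over a concentration series for 72 h at 37 degrees C. Viability read by CellTiter-Glo luminescence; concentration-effect curves fitted after normalization.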
ATXN2 expr inh = Primary qHTS for Inhibitors of ATXN expression; Potency, µM (top dose mostly 57 µM), without a hit: top-dose activity change, negative = inhibition, actives largely listed as inhibitors; 360,000 compounds, 0.72% hits; AID 1745845, 2022; HEK-293 ATXN2-luciferase reporter, luminescence, 24 h; note: potency is the fitted concentration of half-maximal effect; % is set by controls: 0 for no effect and ±100 for the full control effect; nearly all actives have a fitted effect of over 55% in size
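qHTS (up to 57 uM final) was run with 24 h compound exposure of reporter cells at 37 °C. Each well was multiplexed: SteadyGlo luminescence measured ATXN2-luciferase expression after a fluorogenic Gly-Phe-AFC viability readout (25 uM final).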
Active calls of the source: *; i = inactive; ? = inconclusive; · = not tested or not shown; [ ] = remark or other dose. Unless noted, calls come from the whole dose curve; as a rule, active = well fitted curve in the direction sought with a large enough effect; inconclusive = small, poorly fitted or top-dose-only effect, or another doubt; inactive = no such curve, though single readings can be large; an effect the other way counts as inactive or inconclusive. No enrichment for hits. About 11% of those tested had a hit in this group.

Structure	MCF10A rerep	KB-3-1 tox	IL1B secr inh	ATXN2 expr inh	KB-V1 MDR tox	HT1080NT lethal	SW480 rerep	HT1080 IDH1KD tx	S2 tox
O=C(Cc1ccc(Cl)cc1)N1CCN(C(=O)c2ccco2)CC1	-10%	20%	-7	1%	-12%	20%	1%[9.22 µM]	9%	i
CCOc1ccc(CCNC(=O)COC(=O)/C=C/c2ccc(OC)c(OC)c2)cc1OCC	-3%	19%	18	0%	17%	0%	-4%	11%	i
COC(=O)c1cc2sccc2n1Cc1nc(-c2ccc(OC)cc2)oc1C	1%	1%	23	66%[activator]	-8%	-24%	-2%	?	i
COC(=O)c1c(C)oc2ccc(N(C(=O)c3ccncc3)S(=O)(=O)c3ccc4ccccc4c3)cc12	3.3µM*	?	24	-25%	?	?	-2%	?	?
Cn1ncc([N+](=O)[O-])c1C(=O)Nc1cccc2ccccc12	2%	8%	7	-7%	12%	-1%	0%	-3%	i
Cc1cc(C=O)c(C)n1-c1cccc(C(=O)O)c1	-2%	12%	3	-4%	1%	5%	-114%[inhibitor]	2%	i
CCc1ccccc1NC(=O)Nc1cc(C(=O)NCc2ccc(C(C)C)cc2)ccc1N1CCCC1	·	-32%	·	12%	8%	·	·	·	i
Cc1c(Cc2ccccc2)c(=O)oc2c(C)c(OCC(=O)N3CCC(C(=O)O)CC3)ccc12	?	0%	25	-2%	0%	-2%	-57%	3%	i
COc1ccc(/C=C/c2ccncc2)cc1	0%	-9%	0	23%	-20%	0%	-4%	2%	i
O=C(O)c1ccccc1SCc1cn2ccccc2n1	?	5%	19	1%	6%	29%	1%	21%	i
CCN(CC)CCOC(=O)c1ccc(NC(=O)/C=C/c2cccs2)cc1	?	-9%	-6	·	-3%	-7%	-40%[inhibitor]	-5%	i
CSC1=NCCN1S(=O)(=O)c1ccccc1	-7%	12%	-7	·	?	10%	0%	10%	i
COc1cc(N2CCOCC2)ccc1C=C(C#N)C#N	1%	7%	-16	0%[11.3 µM]	-3%	0%	0%	0%	i
COC(=O)c1cccc(NC(=O)C2CCN(S(=O)(=O)Cc3ccccc3)CC2)c1C	·	1%	·	4%	-13%	·	·	·	i
CC1(C(=O)NS(=O)(=O)c2cccc(OC(F)F)c2)CCN1C(=O)C1CC1 (centres undefined)	·	-1%	0	1%	-5%	11%	·	4%	?
CC[C@H](C)[C@H]1CNC(=O)C(=O)N1CC1CCN(CCc2ccc(Cl)c(Cl)c2)CC1	5%	-3%	?	-14%	-4%	-5%	8%	-2%	i
CCOC(=O)C(=O)Nc1ccccc1C(=O)OC	-3%	3%	11	·	5%	0%	-59%[inhibitor]	-2%	i
Cc1cccc(N2CCN(C(=O)CCNS(=O)(=O)c3ccc4c(c3)CCC(=O)N4)CC2)c1C	10%	-9%	9	-14%	7%	0%	-6%	-12%	i
COCCNC(=O)C1(C)CCN(Cc2ccccc2C#N)C1 (centres undefined)	·	-47%	-2	2%	30%	27%	·	?	i
Cc1nc(C(F)(F)F)nc(Nc2ccc(N=Nc3ccccc3)cc2)c1C#N	-1%	9%	6	0%	-2%	5%	·	15%	i
CCOCCc1nn2c(=O)cc(COC(=O)c3cccc(C)c3)nc2s1	·	2%	·	2%	25%	·	·	·	i
CCCNC(=O)C1(C)CCN(C(=O)c2ccccc2OC)C1 (centres undefined)	·	0%	22	5%	4%	8%	·	14%	i
CC(=O)C1=NN(c2ccccc2)C(c2ccc3c(c2)OCO3)N1c1ccc(N2CCOCC2)cc1 (centres undefined)	11%	-18%	-7	-7%	?	-11%	9%	-22%	i
CCOC(=O)c1[nH]c(=O)[nH]c1CSc1ccccn1	3%	1%	-3	23%	1%	7%	-5%	18%	?
O=C(COc1ccc(Cl)cc1)N1CCN(S(=O)(=O)c2ccccc2)CC1	17%	-4%	-26	-26%	9%	6%	0%	13%	i
Cc1nnsc1NC(=O)OCc1ccccc1Cl	3%	-20%	11	-4%	0%	-4%	-5%[9.22 µM]	-29%	i
C=CCn1c(SCC(=O)c2ccccc2)nnc1-c1ccc2c(c1)OCO2	?	9%	0	-4%	21µM*	-2%	?	-2%	i
CCOc1ccccc1N(CC(=O)NCCSc1ccccn1)S(=O)(=O)c1ccc(C)cc1	3%	-6%	-28	26%	-15%	-6%	-4%	-10%	i
CCN(CC)C(=O)c1sc(NC(=O)Cc2ccccc2)c(C#N)c1C	13%	2%	-17	3%	-29%	7%	2%	-3%	i
CC(=O)Nc1ccc(NC(=O)COc2cccc3ccccc23)cc1	·	1%	-3	·	1%	-11%	·	-7%	i
COC(=O)c1cc(C(=O)N2CCN(c3ncccn3)CC2)cc([N+](=O)[O-])c1	60%	-3%	6	0%	?	0%	-5%	0%	i
COc1ccccc1CCC(=O)Nc1ccc(S(=O)(=O)Nc2ncccn2)cc1	·	2%	38	·	0%	0%	·	0%	i
NC(=S)c1cc2cc(Cl)ccc2oc1=O	3%	23%	·	-1%	-1%	-1%	0%	-6%	·
N#Cc1c(C(F)(F)F)cc(-c2ccc(F)cc2)nc1SCC(=O)O	4%	7%	43	4%	10%	-17%	-3%	1%	i
Cc1ccc(NC(=O)CSC2=Nc3ccccc3C3=NC(Cc4ccccc4)C(=O)N23)cc1C (centres undefined)	·	-12%	·	-1%	-55%	·	·	·	?
O=C(Nc1ccccc1-c1ccccc1)C1CCCN(c2ncccn2)C1 (centres undefined)	-3%	-12%	-21	1%	21µM*	4%	0%	5%	i
c1cncc(C2Nc3ccccc3-c3nc4ccccc4n32)c1 (centres undefined)	0%	-21%	-24	0%	-2%	?	7%	?	i
O=c1c2ccccc2ncn1Cc1ccco1	-11%	?	8	2%	18%	-4%	-8%	-24%	i
COC(=O)/C=C1/S/C(=N/N=C/c2ccco2)NC1=O	-6%	-4%	18	-17%	?	1%	-8%	18%	?
COc1ccc(CCNC(=O)NC2CCCCC2)cc1OC	0%	20%	9	18%	-34%	2%	-11%	-7%	i
COc1cccc(NC(=S)NN2CCN(C)CC2)c1	9%	-3%	21	11%	-9%	-1%	-7%	-8%[9.24 µM]	i
COc1ccc(-c2noc(CCC(=O)Nc3cc(OC)ccc3OC)n2)cc1	1%	-13%	-6	2%	-8%	-10%	-3%	-19%	i
S=c1[nH]nc([C@@H]2C[C@H]2c2ccccc2)n1-c1ccccc1	3%	-4%	20	5%	-23%	2%	-8%	2%	i
Cc1c(NC(=O)c2cccc(NC(=O)c3ccco3)c2)cccc1C(=O)O	-6%	13%	-2	-6%	0%	2%	-3%	5%[9.24 µM]	i
N/C(=N\NC(=O)c1cccs1)c1cc2ccccc2oc1=O	2%	-2%	1	6%	-2%	-1%	-1%	-2%	i
CCCCN(CCCNC(=O)c1cc(Nc2ccc(OC)cc2OC)nc2ccccc12)Cc1ccccc1	·	-9%	·	-21%	-3%	·	·	·	?
CN1CCC(NC(=O)c2cccc(Oc3ccccc3)c2)CC1	26%	-7%	-5	14%	-12%	3%	7%	0%	i
CC1CCCC(C)N1C(=O)COC(=O)c1ccc([N+](=O)[O-])o1 (centres undefined)	11%	?	-23	-7%	?	-14%	21%	-18%	i
Cc1onc(-c2ccccc2)c1C(=O)NNC(=S)NC(=O)c1ccc(Br)cc1	?	0%	-5	0%	?	?	?	?	i
O=C(Nc1ccccc1)N(C1=NCCCCS1)c1ccccc1	2%	4%	-1	22%	1%	11%	2%	10%	?
O=C(c1ccc(N2CCCCC2)c([N+](=O)[O-])c1)N(Cc1ccccc1)c1ccccn1	21%	-3%	?	-13%	-19%	0%	0%	-5%	i
O=C(Cc1cccs1)Nc1cccc(-c2nc3cc4ccccc4cc3[nH]2)c1	?	?	-97*	-36%	?	23µM*	1%	?	?
CCOC(=O)C1=C(c2ccccc2)N=c2s/c(=C\c3cccc(O)c3)c(=O)n2C1c1cccs1 (centres undefined)	?	-5%	-75*	?	-28%	?	?	?	?
COC/C=C/C1=CC(=O)C[C@H](c2ccc3c(c2)OCO3)C1	?	?	-96*	-34%	?	-16%	22%	-4%	i
COc1ccc(-c2nc(SC(C)C(=O)NC3CC3)n[nH]2)cc1 (centres undefined)	1%	3%	-10	24%	-4%	10%	4%	2%	i
Cc1cc(Oc2ccc(=O)n(C)n2)nc(Oc2ccc(=O)n(C)n2)n1	1%	5%	14	2%	10%	8%	-2%	9%	i
Cc1cnc(N)c2c(=O)oc3ccccc3c12	29%	-3%	-11	17%	?	3%	-11%	5%	i
CCOC(=O)N1CCN(S(=O)(=O)c2ccc(Cl)cc2)CC1	-2%	1%	15	·	3%	11%	-5%	6%	i
N=C1C(c2nc3ccccc3c(=O)[nH]2)=C(O)CN1CCc1ccccc1	-3%	7%	-12	-7%	0%	27%	-10%	17%	i
CCC(O)c1cc2c(cc1NC(=O)c1ccccc1F)OCCO2 (centres undefined)	·	10%	·	1%	2%	·	·	·	i
Cc1cc(C)n2nc3nc(N4CCCCC4)nc(-c4ccco4)c3c2n1	?	21%	7	2%	-7%	9%	?	9%	i
